# KDM4E inh: JMJD2E (human) inhibition; B2RXH2; JMJD2E catalytic domain, FDH-coupled NADH fluorescence (FDH is formaldehyde dehydrogenase); Potency, µM (titrated, usually from 57.1 µM), inactives show at the top dose activity change, negative = inhibition, actives largely listed as inhibitors; 230,000 tested, 1.6% active; active = well fitted inhibition curve with a large enough effect, not every such curve was filed as active; inconclusive = small, poorly fitted or top-dose-only effect, or another doubt; inactive = no such curve, though single readings can be large or run the other way;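 also: 0% = wells with enzyme and -100% = buffer wells without enzyme; nearly all actives have a fitted effect of over 50% in size; many of its hits are not listed in these tables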
# Target sequence (B2RXH2 1-337 limits assumed): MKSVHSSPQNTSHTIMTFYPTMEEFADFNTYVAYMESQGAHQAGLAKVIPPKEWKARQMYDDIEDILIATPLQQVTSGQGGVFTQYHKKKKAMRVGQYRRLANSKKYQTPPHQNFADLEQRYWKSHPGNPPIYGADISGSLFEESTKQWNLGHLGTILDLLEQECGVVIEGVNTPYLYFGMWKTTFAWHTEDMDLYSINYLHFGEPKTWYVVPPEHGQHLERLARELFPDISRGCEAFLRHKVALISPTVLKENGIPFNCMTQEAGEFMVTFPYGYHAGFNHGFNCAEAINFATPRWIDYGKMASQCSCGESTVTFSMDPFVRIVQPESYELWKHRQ
# SMN2 splice enh: increases expression of the SMN2 splice variant; 210,000 tested, 2.8% active; Potency, µM (series often up to 46.1 µM), for the others: at the top dose activity change, positive = activation, most hits filed as activators; HEK293 SMN2-luciferase splicing reporter, luminescence, 30-36 h; also: % of control where 0% means no effect; nearly all actives have a fitted effect of over 55% in size
#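 qHTS luciferase splicing reporter: luminescence rises when SMN2 exon 7 is included in transfected HEK293 cells. Compound exposure lasted 30-36 h at 37C, with 4.5 mM final sodium butyrate as control, followed by a ONE-Glo read.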
# HTT cytoprotect: Huntington cell model cytoprotection by ATP luminescence | PC12 HTT-Q103 induced, cytoprotection, ATP luminescence, 40 h | Potency, µM (series often up to 56.4 µM), inactives show cytoprotection (ATP increase), hits mostly activators | 230,000 tested, 0.14% active | AID 1471;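 also: % of control where 0% means no effect; nearly all actives have a fitted effect of over 45% in size; toxic huntingtin expression switched on by the ecdysone agonist tebufenozide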
#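 Rat PC12, Q103 Htt exon1-GFP fusion, ecdysone promoter; tebufenozide inducer 100 nM final; compound titration; qHTS, 1500 cells/well; ATPlite luminescent read.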
# Tau fluor counter: counter-screen for tau fibril formation inhibitors | AID 1463 | 280,000 tested, 0.93% active | tau K18 P301L Alexa594 fluorescence, heparin fibrillization | Potency, µM (highest dose often 57.7 µM), without a hit: at the top dose activity change, negative = decrease; also: % is scaled to controls: 0 for no effect and ±100 for the full control effect; nearly all actives have a fitted effect of over 55% in size
#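 Human K18 P301L tau (15 uM unlabeled plus 0.24 uM Alexa 594-labeled, final) in 100 mM sodium acetate pH 7 was mixed with compound and 20 uM heparin and incubated 6 hr at 37 C.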
# HTT aggregate: inhibitors of mutant huntingtin aggregate formation in PC12 cells; Potency, µM (highest dose often 46.1 µM), for the others: at the highest dose activity change, negative = inhibition, most hits filed as inhibitors; PC12 HttQ103-GFP aggregates, Acumen cytometry, 40 h; 220,000 tested, 1.1% active; also: % is scaled to controls: 0 for no effect and ±100 for the full control effect; nearly all actives have a fitted effect of over 60% in size
#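 Ecdysone-promoter PC12 model expressing HTT exon 1 Q103 fused to GFP, induced by tebufenozide at 100 nM final. Compounds titrated; aggregates sized 1–25 µm scored on a 488 nm laser cytometer.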
# Tau FP inhib: blocks human tau fibril formation measured by polarization. Potency, µM (top dose mostly 57.7 µM), inactives show at the top dose activity, negative = inhibition, most hits filed as inhibitors. 280,000 tested, 0.39% active. AID 1468. P10636. K18 P301L tau heparin fibrillization, Alexa594 FP, 6 h; also: % is scaled to controls: 0 for no effect and ±100 for the full control effect; nearly all actives have a fitted effect of over 55% in size
# Target sequence (P10636 561-689 P618L limits assumed): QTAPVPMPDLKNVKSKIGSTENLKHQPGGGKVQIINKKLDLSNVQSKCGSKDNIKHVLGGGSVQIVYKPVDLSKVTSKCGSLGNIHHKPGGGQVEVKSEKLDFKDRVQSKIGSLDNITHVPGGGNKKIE
#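 Steps: dispense K18 P301L tau (15 uM plus 0.24 uM Alexa 594 tracer, final) in pH 7 sodium acetate; add compound; add heparin (20 uM final); incubate 6 hr, 37 C; add ThT (30 uM final); after 1 hr ambient, read FP.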
# Tau fibril ThT: blocks human tau fibril formation measured by thioflavin T; Potency, µM (series often up to 57.4 µM), for inactives: at the top dose activity, negative = inhibition, actives largely listed as inhibitors; 270,000 tested, 2.1% active; recombinant tau K18 P301L (four-repeat tau fragment), heparin-induced fibrillization, ThT fluorescence; AID 1460; also: % is scaled to controls: 0 for no effect and ±100 for the full control effect; nearly all actives have a fitted effect of over 55% in size
#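 K18 P301L tau (15 uM + 0.24 uM Alexa 594-tagged), heparin 20 uM, NaOAc pH 7, 6 h 37 C; ThT 30 uM, 1 h RT, ex 450/em 510 nm.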
# ALDH1A1 inh: inhibitors of human aldehyde dehydrogenase 1A1; P00352; Purified ALDH1A1, NADH fluorescence, propionaldehyde substrate; Potency, µM (highest dose often 75.3 µM), for the others: top-dose activity, negative = inhibition, usual class: inhibitors; 220,000 tested, 7.3% active; AID 1030; active = well fitted inhibition curve with a large enough effect, not every such curve was filed as active; inconclusive = small, poorly fitted or top-dose-only effect, or another doubt; inactive = no such curve, though single readings can be large or run the other way;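 also: plate controls were no enzyme wells and a reference inhibitor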
# Target sequence (P00352 whole entry, looked up): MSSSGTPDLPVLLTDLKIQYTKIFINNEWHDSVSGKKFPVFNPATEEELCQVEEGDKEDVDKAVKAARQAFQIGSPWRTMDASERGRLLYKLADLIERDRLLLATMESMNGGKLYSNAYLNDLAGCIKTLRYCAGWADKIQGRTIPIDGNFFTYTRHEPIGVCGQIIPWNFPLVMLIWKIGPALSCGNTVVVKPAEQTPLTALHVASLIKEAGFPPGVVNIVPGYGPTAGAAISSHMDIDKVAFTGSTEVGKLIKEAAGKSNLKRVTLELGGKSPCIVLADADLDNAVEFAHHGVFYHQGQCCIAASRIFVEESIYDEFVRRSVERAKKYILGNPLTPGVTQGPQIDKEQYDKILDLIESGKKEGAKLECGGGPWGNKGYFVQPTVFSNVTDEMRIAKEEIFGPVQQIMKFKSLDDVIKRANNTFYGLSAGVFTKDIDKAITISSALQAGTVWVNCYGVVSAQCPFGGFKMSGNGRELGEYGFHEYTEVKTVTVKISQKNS
# Numbers without * were called inactive; ? = inconclusive; . = not tested or not shown; [ ] = another dose, or the depositor's remark. Unless noted, calls follow the shape of the dose curve; as a rule, active = well fitted curve in the direction sought with a large enough effect; inconclusive = small, poorly fitted or top-dose-only effect, or another doubt; inactive = no such curve, though single readings can be large; an effect the other way counts as inactive or inconclusive. Potency is read from the fitted curve at half-maximal effect.
SMILES,KDM4E inh,SMN2 splice enh,HTT cytoprotect,Tau fluor counter,HTT aggregate,Tau FP inhib,Tau fibril ThT,ALDH1A1 inh
FC(F)(F)c1cc(-c2cccc(Br)c2)nc2ncnn12,.,15.1%,.,-13.3%,.,-0.2%,-8.9%,.
CC(=O)c1cccc(NC(=O)c2nc3ccccc3n(C)c2=O)c1,.,23.5%,.,-9.8%,.,-9.1%,?,.
O=C(NCCc1cn2ccsc2n1)c1cccs1,-21.3%,?,-7.3%,6.4%,-5.3%,3.9%,7.1%,?
Cc1ccc2c(c1)[nH]c1c(=O)n(Cc3ccco3)cnc12,-3.7%,.,-24.9%[10 µM],-25.9%,-32.6%[9.22 µM],-10.0%,.,.
COc1ccc2nc(NC(=O)C3CCN(S(=O)(=O)c4cccs4)CC3)sc2c1,2.6%,.,-53.3%[inhibitor],?,?,?,-10.1%,-15.4%
Cc1[nH]nc2c1C(CC(C)C)C(C#N)=C(N)O2 (stereo not given),?,.,-12.6%[10 µM],-10.3%,-5.5%[9.22 µM],1.7%,-15.4%,.
O=C1c2cccc(OCc3ccc(F)cc3)c2CCN1Cc1ccc(F)cc1,-1.7%,-78.7%[inhibitor],30.5%[10 µM],-19.8%,20µM*,-7.5%,-15.5%,17.0%
COc1ccc(C2=N[C@@H](C(C)C)CO2)cc1,.,.,-19.5%[96.6 µM],-4.5%[126 µM],.,0.9%[126 µM],-5.8%[126 µM],-11.6%[120 µM]
O=C(COc1ccccc1Cl)NC(=S)N1CCc2ccccc21,-3.7%,7.4%,11.4%,-26.0%,-2.8%,-2.5%,?,-5.6%
COc1ccc(OC)c2c(C)cc(N3CCN(C(=O)c4ccc(F)cc4)CC3)nc12,?,-11.8%,-16.8%,-20.7%,-22.4%,-0.7%,?,?
COCOc1cc(OC)ccc1C(=O)/C=C\c1ccc2c(c1)OCO2,.,.,18.5%[10 µM],-7.3%[11.6 µM],.,3.7%[11.6 µM],-15.1%[11.5 µM],-17.0%[13.5 µM]
Cc1ccc2c(CC(=O)Nc3nc(C)cs3)coc2c1,-2.8%,-10.1%,-4.2%,-22.2%,-20.7%,0.3%,-4.2%,-1.9%
COc1cc(/C=N/NC(=O)CNC(=O)c2ccccc2)ccc1OC(=O)c1cccs1,-4.0%,-1.3%,2.7%,?,20.1%,-3.0%,-15.2%,-0.7%
CCCCNC(=O)c1onc(CSc2cc(C)cc(C)c2)c1C(=O)O,2.7%,7.4%,-7.2%,4.2%,-3.1%,-0.4%,-0.1%,2.0%
COc1ccc(/C=C(\NC(=O)c2ccccc2)C(=O)NNC(=O)CCN2CCOCC2)cc1,-11.8%,.,0.7%[10 µM],-6.6%,12.8%[9.22 µM],4.8%,-4.7%,8.0%
O=C(NCc1ccc(-n2cccc2)cc1)c1cccc(F)c1,-5.7%,-9.8%,-59.1%[inhibitor],-9.1%,23.6%,-3.9%,-4.7%,15.8µM*
CCCC(=O)OCC(=O)Nc1ccccc1Sc1ccccc1,11.8%,-6.7%,10.1%[10 µM],-12.1%,0.3%,3.1%,-10.6%,-13.4%
O=c1cc(-c2ccccc2)nc2nc(SCc3ccccc3)[nH]n12,4.9%,6.3%,-30.3%,0.9%,-13.5%,11.7%,4.0%,6.9%
CCOc1ccc(N=c2cc(-c3ccc(OC)cc3)oc3ccccc23)cc1,-5.8%,-2.3%,-8.2%[10 µM],?,3.16µM*,?,?,-0.1%
Cc1nn(C)c(Cl)c1C(=O)NCC(=O)O,4.6%,8.0%,-0.7%[10 µM],0.8%,7.9%,-0.4%,-0.7%,15.6%
COCCCn1c(SCC(=O)OC2CCCCC2)nnc1-c1cccs1,1.3%,-5.0%,-5.6%[10 µM],-5.5%,2.1%,1.0%,-15.6%,-9.7%
CCc1ccc(C(=O)COC(=O)C(Cc2ccccc2)NC(=O)C2CCC(C)CC2)cc1 (stereo not given),-1.4%,-6.6%,-15.3%,-9.1%,-1.0%,-3.2%,-4.9%,14.9%
COc1cc(CNC2CCCCC2)c(Br)cc1OC1CCCC1,-27.3%,-18.6%,-10.3%,5.4%,9.8%,8.6%,1.1%,-3.2%
CCC(C)NS(=O)(=O)c1ccc(NS(=O)(=O)c2ccccc2[N+](=O)[O-])cc1 (stereo not given),-6.8%,.,5.4%[10 µM],-6.9%,6.1%[9.22 µM],2.6%,-4.1%,-0.6%
CCOc1cccc(/C(O)=C2/C(=O)C(=O)N(CCOC)C2c2ccncc2)c1 (stereo not given),-12.6%,.,-7.6%[10 µM],?,-20.6%,?,-13.6%,-3.9%
CCOc1ccc(CCNC(=O)C2CCC(=O)N2C2CCCCC2)cc1OCC (stereo not given),-6.8%,-2.7%,20.3%,-1.1%,-0.8%,-2.2%,-3.5%,-2.8%
Cc1ccccc1C(CC(=O)c1cccs1)C(C#N)C#N (stereo not given),6.3%,-4.7%,-3.1%[1.9 µM],-16.8%,0.3%[1.84 µM],-1.9%,25.1µM*,?
CCOc1ccccc1N1CCN(S(=O)(=O)c2ccc(Cl)s2)CC1,-0.7%,19.4%,27.5%[0.074 µM],-19.0%,0.8%,11.0%,-7.7%,-8.2%
COc1ccc(CCC(=O)OC(C)C(=O)c2ccc(C)cc2)cc1 (stereo not given),-6.3%,-0.2%,.,-19.9%,8.4%,5.4%,-17.3%,?
CC(C)C(NS(=O)(=O)c1ccc2c(c1)oc(=O)n2C)C(=O)N1CCN(c2cccc(Cl)c2)CC1 (stereo not given),.,30.9%,.,-14.7%,.,1.3%,-7.1%,.
Cc1ccc(CNC(=O)Cn2ncc3c(C)n(Cc4ccc(Cl)cc4)c(C)c3c2=O)cc1,.,26.1%,.,-3.7%,.,-3.0%,-4.0%,.
CCOC(=O)C(CCc1ccccc1)NC(C)C(=O)N1C(C(=O)O)CC2CCCC21 (stereo not given),0.3%,-0.9%,.,1.7%,.,-1.6%,-8.1%,5.7%
CN(C)c1ccc(C(=O)N2CC(=O)N(CCc3ccccc3)C(=O)C2)cc1,1.2%,-7.5%,-17.5%,-3.3%,14.6%,-3.7%,-0.5%,6.31µM*
CC1CCN(C(=O)COC(=O)c2n[nH]c3ccccc23)CC1,?,?,-27.5%,-6.9%,7.2%,-2.8%,-10.0%,-5.1%
O=C(NCC(=O)N(Cc1ccco1)C(C(=O)NC1CCCCC1)c1ccncc1)c1cccs1 (stereo not given),-7.6%,.,17.5%[10 µM],3.4%,-23.8%[9.22 µM],-1.2%,-2.1%,.
COc1ccc(-c2nc(S(=O)(=O)c3ccccc3)c(N3CCOCC3)o2)cc1,-6.9%,-26.5%,-4.0%[10 µM],1.5%,0.8%,4.0%,-13.0%,22.4µM*
COc1ccccc1C(=O)NNC(=O)c1ccc(Cl)cc1,3.3%,.,11.8%[10 µM],-13.6%,9.7%[9.22 µM],-2.7%,-8.2%,8.3%
Cc1ccc(NC(=S)N/N=C/c2cccn2Cc2ccccc2F)cc1,50.8%[activator],.,19.0%[10 µM],-18.9%,28.6%[9.22 µM],1.2%,-6.2%,.
COC(=O)c1ccc(COc2ccc(/C=N/O)cc2OC)o1,-3.5%,.,-23.9%[10 µM],12.6%[2.34 µM],-11.6%[9.22 µM],4.6%[2.34 µM],9.1%,-1.3%
CC1CC1C(=O)Nc1cc(S(=O)(=O)N2CCOCC2)ccc1N1CCCC1 (stereo not given),-12.4%,22.6%,-17.0%[10 µM],1.9%,4.0%,-0.2%,0.1%,-4.3%
CCOc1ccc2cc(C#N)c(SCC(=O)OC)nc2c1,?,11.2µM*,-11.0%[10 µM],?,-13.6%,-2.3%,3.16µM*,?
COc1cccc(C(=O)CC(C(=O)O)c2ccc(F)cc2)c1 (stereo not given),-19.3%,4.7%,5.2%,-0.1%,1.3%,7.2%,-0.1%,6.1%
O=C(CSc1ccc2c(c1)OCCO2)NCc1ccco1,1.1%,-6.5%,-10.6%,-9.4%,9.2%,-7.2%,?,14.1µM*
CCOC(=O)C(CC)(CCC(=O)O)c1csc(N)n1 (stereo not given),3.3%,8.1%,-8.2%,-4.3%,2.5%,-0.4%,-6.3%,-0.3%
COc1ccc(-n2nc([N+](=O)[O-])c(=NCCC3=CCCCC3)n2O)cc1,-8.7%,?,-126.1%,?,5.1%[9.22 µM],15.0%,7.94µM*,?
O=C(COC(=O)C1CCCN1C(=O)c1cccs1)c1ccccc1 (stereo not given),-2.7%,0.8%,-19.8%,1.5%,-15.1%[9.22 µM],-5.0%,-0.9%,-8.7%
Cc1cc(C)cc(OCC(=O)Nc2cccc(-c3nnc(-c4ccco4)o3)c2)c1,?,13.3%,-19.2%[10 µM],-15.6%,-19.1%,5.5%,-8.1%,?
COc1ccc(C(=O)c2c(N)c(C(=O)Nc3ccccc3Cl)c3ccccn23)cc1,.,-6.4%,.,-11.4%,.,-7.0%,4.0%,.
COc1cc(C(=O)Nn2c(O)c(C3=c4ccccc4=NC3=O)sc2=S)ccc1O,7.6%,.,22.6%[10 µM],?,-10.4%[9.22 µM],-12.7%,.,.
Cc1cccc(-n2c(SCCC(=O)O)nnc2-c2cccs2)c1C,?,-14.0%,2.3%,0.8%,-1.9%,2.9%,-6.7%,?

# (further entries)
SMILES,KDM4E inh,SMN2 splice enh,HTT cytoprotect,Tau fluor counter,HTT aggregate,Tau FP inhib,Tau fibril ThT,ALDH1A1 inh
Cc1ccc(N2CC(=O)N(NC(=O)Nc3ccc(Cl)c(Cl)c3)CC2=O)cc1,-8.8%,.,-12.5%[10 µM],-3.9%,-16.6%[9.22 µM],-5.1%,.,.
Cc1sc(NC(=O)CSc2nnc(CCNC(=O)c3cccs3)n2C)nc1-c1ccccc1,15.9%,?,14.1%[10 µM],-17.4%,-10.9%,-5.7%,-17.1%,10.7%
O=C(Nc1ccc2[nH]c(=S)sc2c1)Nc1ccccc1F,-6.5%,.,-10.7%[10 µM],11.2µM*[quencher],12.7%[9.22 µM],-5.7%,11.2µM*,1µM*
CCCC(=O)Oc1c(Sc2ccc(C)cc2)c(C)nn1-c1ccccc1,.,6.0%,.,-28.4%,.,?,25.1µM*,.

# Not all compounds are listed; the hit share may differ from the screen's.
